Screens: PubChem BioAssay, NCI
Growth percent in the NCI-60 one-dose screen (48 h, 10 µM unless noted): 100 = growth as untreated, 0 = no growth, -100 = all killed.
RXF 393: RXF 393 renal cancer cells; hit rate 6.9% among 77,000; AID 1794773
SN12C: SN12C renal cancer cells; hit rate 3.8% among 81,000
CAKI-1: CAKI-1 renal cancer. hit rate 4.7% among 75,000. AID 1794772
ACHN: ACHN renal cancer; hit rate 4.9% among 81,000; AID 1794771
A498: A498 renal cancer cells; hit rate 5.4% among 76,000; AID 1794774
UO-31: UO-31 renal cancer | hit rate 5.2% among 81,000 | AID 1794768
786-0: 786-0 renal cancer cells | hit rate 5.1% among 81,000 | AID 1794775
PC-3: PC-3 prostate cancer cells. hit rate 3.9% among 80,000. AID 1794754
TK-10: TK-10 renal cancer cells; hit rate 3.9% among 81,000
* = called active by the depositor; . = not tested or not shown; & = joins results of further samples; [ ] = dose if it differs, or a comment. The calls were made as follows: active = growth percent below 10; inactive = the rest. Hits appear at their usual frequency (roughly 11% active in at least one column).

SMILES	RXF 393	SN12C	CAKI-1	ACHN	A498	UO-31	786-0	PC-3	TK-10
CCOC(=O)c1cccc(NC(=S)Nc2ccc(S(=O)(=O)Nc3ccc(Cl)nn3)cc2)c1	98	98	96	100	78	78	101	98	105
CCCCCCCCO/N=C\c1c2c(O)c3c(O)c(C)c4c(c3c1O)C(=O)C(C)(O/C=C\C(OC)C(C)C(OC(C)=O)C(C)C(O)C(C)C(O)C(C)/C=C\C=C(\C)C(=O)N2)O4 (configuration not stated)	39	22	13	25	.	18	28	13	30
CN(C)c1ccc(C2(c3ccc(N(C)C)cc3)OC(=O)c3cc(N(C)C)ccc32)cc1	105&89	91&93	79&86	100&104	113	74&73	90&92	61&71	111&88
O=C1CCCCC1(CCc1ccncc1)CCc1ccncc1	91	98	81	96	71	57	79	74	83
O=C1CC(=O)N(CCc2ccccn2)C(=O)N1CCc1ccccn1	122	100	89	102	110	90	95	91	83
COc1ccc(C(=O)/C=C/Nc2ccc(S(N)(=O)=O)cc2)cc1	111	100	98	105	115	97	103	108	96
O=C1NC(=O)C2(CCCCCCC2)N1	110	104	111	105	102	.	.	101	101
CN(C)c1ccc2cc(-c3ccccc3F)c(=O)[nH]c2c1	141	98	93	104	71	94	91	89	101
NC(=S)Nc1ccc(Br)cc1	112	96	92	117	104	88	112	97	103
O=C1c2ccccc2CCC12OC2c1ccc([N+](=O)[O-])cc1 (configuration not stated)	109	98	93	99	93	79	101	78	101
C=CCSC1=NC2C(N(CC)C(=O)N2CC)N1/N=C/C=C/c1ccccc1[N+](=O)[O-] (configuration not stated)	.	91	.	98	74	81	98	93	117
COc1cccc(CCC2C(=O)CCCC2=O)c1	134	106	106	103	131	84	108	104	115
CN(C(=O)c1ccccc1)N(C)C(=O)c1ccccc1	122	105	.	106	100	93	100	92	105
O=C(O)CC(C(=O)O)c1ccccc1 (configuration not stated)	69&128	100&105	57&111	95&112	90&97	110&87	100&108	200&97	96&100
N#CCCCCOCCCCC#N	107	101	92	109	.	91	91	99	111
Nc1nc2nc(/N=N/SCCC(=O)O)[nH]c2c(=O)[nH]1	113	101	89	105	101	92	103	102	91
c1ccc2c(C3OCC4(CCCC4)CO3)cccc2c1	88&98	98&98	98&99	103&103	87&96	91&71	103&97	101&96	117&107
COc1ccc(C2=Nn3c(nnc3-c3ccc(Cl)cc3N)SC2)cc1	104	99	93	97	118	83	107	95	130
CCOC(=O)c1c(C)nn(CC(O)c2ccccc2)c1NC(=O)Nc1cccc(C(F)(F)F)c1 (configuration not stated)	84	80	52	69	59	63	78	51	94
COc1cccc(-c2nc(-c3ccc(NC(=O)C(C)C)cc3)[nH]c2-c2ccnc(Br)c2)c1	-31*	62	36	29	2.2*	12	-14*	19	54
COc1ccc(-c2cc(-c3ccccc3)c(-c3ccccc3)nn2)cc1	115	95	89	93	86	69	97	87	105
N=C(N)c1ccc(-c2ccc(-c3ccccc3)o2)nc1	106	87	84	92	46	66	91	72	111
COc1cccc2c(=O)c3c(sc12)c(NCCCN)nc1ccccc13	61	48	28	29	25	28	68	56	66
Cc1cc(=O)n(C(=O)Nc2ccc(Cl)cc2)c2cc(O)ccc12	105	102	96	113	101	88	105	101	115
O=c1cc(-c2ccco2)oc2ccccc12	146	99	102	99	104	99	97	95	97
COc1cc(/C=C2\C(=O)N(CCCn3c4ccccc4c(=O)c4ccccc43)c3ccccc32)cc(OC)c1O	56	61	57	70	129	46	94	56	100
COc1ccc(-c2nnc(-c3c(-c4ccc(F)cc4)nc4ncccn34)o2)cc1OC	91	87	95	89	89	71	101	91	103
Cc1cc(=O)oc2c(N)nccc12	90	102	112	92	107	87	108	99	.
Cc1c(C(N)=O)sc2ncn(CC(=O)NN=C3CCCCC3)c(=O)c12	83	96	132	109	111	124	105	122	106
NCCN1CCOCC1	110	100	113	109	.	86	115	105	100
Cn1cccc1C(=O)C1C(c2cccc(F)c2)C2C3CCCCC3CN2C12C(=O)Nc1ccc(Cl)cc12 (configuration not stated)	104	72	65	80	112	70	92	59	148
CCOC(=O)c1cccc(N2C(=O)/C(=C/N3N=C(c4ccccc4)CC3c3ccccc3O)SC2=S)c1 (configuration not stated)	93	82	88	91	.	67	88	59	118
CC(C)Sc1nc(NC2CC2)c(C#N)c(-c2ccc(C(C)C)cc2)n1	108	105	94	106	97	92	88	98	90
Cn1c(C(N)=O)cc2c1-c1nc(Nc3ccccc3)ncc1CCC2	3.7*	28	24	26	-44*	13	50	60	24
O=C(OC(c1ccccc1)C(OC(=O)c1ccccc1)c1ccccc1)c1ccccc1 (configuration not stated)	111	98	.	109	86	92	100	91	98
O=C(Nc1ccc(Cl)cc1F)c1cc(I)ccc1O	15	29	23	34	-28*	34	77	44	16
O=S(=O)(NCCCNc1nccc(-c2[nH]c(-c3ccccc3)nc2-c2ccc(F)c(O)c2)n1)c1cccc(F)c1	100	99	96	93	94	139	101	77	134
O=C(C(=O)N1CCOCC1)c1cn(CCCn2cc(C(=O)C(=O)N3CCOCC3)c3ccccc32)c2ccccc12	119	96	104	100	134	75	104	90	98
CC1=C(C(=O)OCc2ccccc2)C(c2cccc3ccccc23)n2c(nc3ccccc32)N1 (configuration not stated)	0.5*	31	31	41	63	34	30	23	67
c1ccc2c(c1)nc(-c1ccncc1)c1cccn12	120	103	108	101	.	114	113	98	97
CCCCCOC(=O)c1ccc(NC(=O)CN(CC)CC)cc1	82	97	.	.	85	83	91	70	98
O=c1[nH]c(=O)c2cc(Cl)cc(Cl)c2[nH]1	113	91	92	103	121	75	101	94	98
C/C(=N/NC(=O)c1sc(=S)n(C)c1N)c1cc2cc(Br)ccc2o1	.	89	101	86	79	.	97	80	103
Nc1nc(N)c2c(n1)NC(c1cccc(Nc3ccnc4cc(C(F)(F)F)ccc34)c1)CC(c1ccc(F)cc1)=N2 (configuration not stated)	43	60	47	75	78	54	60	34	92
CN(CC1CCN(Cc2ccccc2)CC1)C(=O)c1cn(Cc2ccccc2Cl)nn1	99	97	92	96	80	74	98	91	.
COc1cccc(-c2nn(C(C)(C)C)cc2-c2ccnc(NCCCNS(=O)(=O)c3ccc(C(F)(F)F)cc3)c2)c1	106	101	94	97	90	84	102	98	98
Cc1ccc(-c2ccc(Nc3ccccc3)nn2)cc1S(N)(=O)=O	92	90	81	92	89	107	103	94	142
C[C@@]1(CCC#N)[C@H]2CC[C@@H]3[C@H]4[C@H](C(=O)/C=C/c5cccnc5)CC[C@]4(C#N)CC[C@@]3(C)[C@]2(C)CC[C@H]1C(=O)/C=C/c1cccnc1	70	65	69	56	99	87	78	65	101
CC(=O)N1N=C(c2cc3ccccc3oc2=O)CC1c1cn(-c2ccccc2)nc1-c1ccccc1 (configuration not stated)	115	100	94	111	105	92	112	97	104
COc1ccc(C2CC(c3ccc(N)cc3)=NN2c2ccccc2)cc1OC (configuration not stated)	.	101	103	101	106	92	100	97	101
CCN(CC)CCNC(=O)Nc1ccc(Oc2ncnn3cc(C(C)(C)O)c(C)c23)cc1Cl	99	94	94	101	59	74	90	99	92
COc1cc2cncc(Cc3ccccc3)c2cc1O	108	101	106	113	115	85	108	99	118
COc1ccc(N=C2c3ccccc3-c3ccc([N+](=O)[O-])cc32)cc1	102	99	70	85	75	70	97	80	97
CC(O)(c1ccc(Cl)cc1)c1ccccn1 (configuration not stated)	103	95	.	103	97	88	89	73	91
COc1ccc(C(=O)C/C(=C\c2ccc(Cl)cc2)C(=O)NCc2ccccc2)cc1	92	91	87	93	88	76	99	56	73
CC1CN=C(c2cccc(-c3ccc(-c4ccccc4)o3)c2)N1 (configuration not stated)	-68*	32	5.7*	-22*	26	-0.7*	-44*	11	30
COC(=O)[C@]12CC[C@@H](C)[C@H](C)[C@@H]1C1=CC[C@@H]3[C@@]4(C)C[C@@H](OC(C)=O)[C@H](O)[C@@](C)(COC(C)=O)[C@@H]4[C@H](O)C[C@@]3(C)[C@]1(C)CC2	-79*	-70*	-88*	-92*	-94*	-82*	-82*	-95*	-86*
N#Cc1cn(-c2cc(Cl)cc(Cl)c2)c(C(=O)c2ccccc2)c1N	101	95	90	102	111	97	103	104	109
C=CCOC(=O)C1=C(C)NC2=C(C(=O)CC(C)(C)C2)C1c1ccc(OC)cc1 (configuration not stated)	105	106	81	99	85	85	98	88	114
S=C(Nc1ccc(OCc2nc3ccc(Cl)cc3[nH]2)cc1)NC1CCCCC1	-52*	-81*	-5.7*	-16*	-1.8*	-7.6*	-21*	18	-11*

Additional results.
SMILES	RXF 393	SN12C	CAKI-1	ACHN	A498	UO-31	786-0	PC-3	TK-10
COc1cc(-n2cc(-c3ccc(Cl)cc3)n(C(C)=O)c2=O)cc(OC)c1OC	113	95	79	88	102	94	39	97	86
C/C(=N/O)c1ccc(N2C(=O)c3c(Cl)c(Cl)c(Cl)c(Cl)c3C2=O)cc1	105	110	96	101	96	89	100	97	95
CCOC(=O)C(C(=O)OCC)[N+](=O)[O-]	117	109	103	103	101	83	98	101	104
COc1ccc2c(c1)c(-c1cc(N)n3nc(-c4cn(C)c5ccccc45)cc3n1)cn2C	-82*	-60*	-77*	-99*	-20*	-88*	-88*	-20*	-79*
COC(=O)c1cc(C)n(-c2ccc(C)cc2)c1C	97	92	82	102	88	81	74	100	100
COc1ccc(/C=C2/N=C(C)OC2=O)cc1OC	114	105	98	101	105	85	96	92	96
O=C1C(Cl)=C(NCc2ccc(Cl)cc2)C(=O)N1c1cccc(C(F)(F)F)c1	113	95	90	95	86	76	94	95	93
Cc1ccc2c(c1)O/C(=C\c1cccc(OCC(=O)c3ccccc3)c1)C2=O	80	107	85	103	106	78	91	358	133
Cc1ccc(-c2cc(-c3ccccc3C)[nH]c(=O)c2C#N)s1	92	92	83	91	77	72	79	86	92
O=C(Nc1cc(Cl)c(Cl)cc1Cl)OCc1ccc2c(c1)OCO2	93[100 µM]	76[100 µM]	68[100 µM]	57[100 µM]	109[100 µM]	70[100 µM]	77[100 µM]	92[100 µM]	113[100 µM]
O=C(CCCCCC/C=C\c1csc(Br)n1)NO	97	98	79	83	87	61	104	82	59
COc1ccc(C(=O)Nc2ccc(Cl)cc2C(=O)Nc2ccncc2)cc1	88	82	77	88	60	70	86	67	88
O=C(N/N=C/c1ccc(N2CCOCC2)cc1)c1cnc2n(c1=O)CCCCC2	108	94	95	102	.	90	100	112	115
COc1ccc(CCOc2cc3c(cc2OC)CCN(C(=O)NCc2cocn2)C3c2ccc(C)cc2C)cc1 (configuration not stated)	1.1*	20	13	19	-2.9*	25	5.1*	20	50
Cc1ccc[n+](CC[n+]2cccc(C)c2)c1	110	93	100	114	82	91	99	91	96
Nc1ccc(-c2ccc(N)c(Br)c2)cc1Br	58	46	50	77	74	35	53	57	76
O=C(Nc1ccc(F)cc1)OCCOc1ccc(Br)cc1	118	108	98	107	96	96	91	.	91
O=c1oc2ccccc2cc1Cl	108	96	102	103	107	97	108	107	103
CCCCCCC1N=C(N)N=C(N)N1c1ccc(Cl)cc1 (configuration not stated)	.	34	88	102	82	99	55	46	98
Cn1c(=O)c2c(nc(N3CCCCC3)n2C)n(C)c1=O	.	104	.	103	90	101	102	.	114

The last four compounds of the part before are carried over, then new ones follow:
SMILES	RXF 393	SN12C	CAKI-1	ACHN	A498	UO-31	786-0	PC-3	TK-10
O=C(Nc1ccc(F)cc1)OCCOc1ccc(Br)cc1	118	108	98	107	96	96	91	.	91
O=c1oc2ccccc2cc1Cl	108	96	102	103	107	97	108	107	103
CCCCCCC1N=C(N)N=C(N)N1c1ccc(Cl)cc1 (configuration not stated)	.	34	88	102	82	99	55	46	98
Cn1c(=O)c2c(nc(N3CCCCC3)n2C)n(C)c1=O	.	104	.	103	90	101	102	.	114
COc1ccc(NC(=O)N2NC(c3ccc(Cl)cc3)C=C2c2ccccc2)cc1 (configuration not stated)	101	107	100	105	96	80	98	92	95
O=c1cc(I)[nH]c(=O)[nH]1	93	93	98	105	.	95	98	89	93
CCCCCCCCCCCC(O)C(C)(C)C (configuration not stated)	114	106	111	108	112	94	112	97	112
Nc1ccc(Br)cc1[N+](=O)[O-]	104	95	90	93	98	91	101	96	100
CC(=O)c1ccc2c(c1)N(CCCN1CCC(CCO)CC1)c1ccccc1S2	80	88	79	84	46	46	75	81	89
NS(=O)(=O)c1ccc(NCc2coc3ccccc3c2=O)cc1	103	97	99	95	116	97	95	100	117
O=Nc1c2cccnc2n2nnc3ccc(Cl)cc3c12	.	56	5.9*	-50*	88	-37*	59	-27*	16
CO[C@H](/C(C)=C/C=C\[C@@H]1C(C)=C[C@@H]2C[C@H](O)CC(=O)[C@@H]2[C@H]1/C=C(C)/C=C/[C@@H](C)NC(=O)[C@H](C)C/C=C/C[C@@H](O)Cc1ccc(O)cc1)[C@@H](C)C(=O)O	97	99	80	100	.	81	98	95	112

Results in PC-3, for 6 of the compounds above:
Structure | PC-3
CCCCCCCCCCCC(O)C(C)(C)C (configuration not stated) | 97
Nc1ccc(Br)cc1[N+](=O)[O-] | 96
CC(=O)c1ccc2c(c1)N(CCCN1CCC(CCO)CC1)c1ccccc1S2 | 81
NS(=O)(=O)c1ccc(NCc2coc3ccccc3c2=O)cc1 | 100
O=Nc1c2cccnc2n2nnc3ccc(Cl)cc3c12 | -27*
CO[C@H](/C(C)=C/C=C\[C@@H]1C(C)=C[C@@H]2C[C@H](O)CC(=O)[C@@H]2[C@H]1/C=C(C)/C=C/[C@@H](C)NC(=O)[C@H](C)C/C=C/C[C@@H](O)Cc1ccc(O)cc1)[C@@H](C)C(=O)O | 95
